Screening data from PubChem.
MOR-DOR inv ag = inverse agonists of MOR-DOR heterodimerization, primary screen, cell-based, luminescence; Mu-type opioid receptor (Homo sapiens) + Delta-type opioid receptor (Homo sapiens), …; cell-based MOR-DOR heterodimer luminescence, inverse agonism; inhibition, % at 9.3 µM; 340,000 compounds, 0.21% hits; in the data active = inhibition above about 22%, passing the limit was not always enough;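 also: 0% = cells with DMSO and 100% = wells without cells with DMSO; values of inactives mirror those of a sister screen read the other way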
V-ATPase pH = regulators of yeast V-ATPase proton pumping, primary screen, pHLuorin cytosolic pH fluorescence | S. cerevisiae | response, % at 10 µM | 350,000 compounds, 0.37% hits | AID 504577, 2011; in the data active = response mostly above about 7.3%, no sharp cut-off; inactive = mostly below about 5.4%; also: actives read high; inactives centre near 0; some compounds called inactive have numbers as strong as hits; reference of the scale not given here
PKA-R1A activ = activators of PKA-R1A holoenzyme, primary screen, biochemical, fluorescence polarization, Cy5-IP20, bovine R1A, mouse PKAc. AID 504707, 2011. PKA-R1A dissociation; scaled: DMSO 0%, 113 µM cGMP 100%. activation, % at 11.4 µM. cAMP-dependent protein kinase type I-alpha regulatory subunit (Bos taurus) + …. 340,000 compounds, 0.083% hits;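 active = percent activation above the mean of all tested compounds plus 3 SD, cut at about 19% in these data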;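 also: higher means more PKAc released from R1A so a rise in polarization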
Arr AP2 block = inhibitors of beta-arrestin/AP2 binding, primary screen, biochemical, GPCR trafficking, flow cytometry; beta-arrestin 1 C-terminal peptide binding to AP2 beta2-adaptin appendage (human); FITC-arrestin peptide / GST-AP2 beads; AP2 beta2 appendage carries R879A mutation; inhibition, % at 10 µM; 340,000 compounds, 0.31% hits;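 active = inhibition above a set limit, near 3 SD of compounds lacking own fluorescence, cut at about 54% in these data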;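 also: plate controls were DMSO wells for no effect and 5 µM unlabelled arrestin peptide for full effect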
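system = GST-tagged AP2 beta2-adaptin appendage (R879A) on 4 µm glutathione beads | reagent = FITC-labelled arrestin peptide probe, 50 nM final | schedule = compound with beads 12 min RT, then probe 1 h RT | signal = HyperCyt-sampled flow cytometry, FL1 channel, ex 488/em 535 nm | read-out = percent response from loss of bead-bound FITC fluorescence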
DAGLB inh = DAGLB lipase inhibitors, primary screen, biochemical, fluorescence, HTS; Diacylglycerol lipase-beta (Homo sapiens), Q8NCG7; inhibition, % at 5.17 µM; 340,000 compounds, 0.059% hits; HEK293T DAGLB membrane lysate, EnzChek fluorogenic substrate; in the data active = inhibition above about 34%;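 also: 0% = enzyme with vehicle and 100% = wells lacking enzyme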
HTR5A inv ctr = HTR5A inverse agonists in luminescence cell assay, primary screen, counter-screen for OPRM1-OPRD1 heterodimer inverse agonist project, full-deck HTS; 5-hydroxytryptamine receptor 5A (Homo sapiens), P47898; AID 504634, 2011; HTR5A cell line, inverse agonism; 340,000 compounds, 0.083% hits; inhibition, % at 9.3 µM; in the data active = inhibition mostly above about 23%, no sharp cut-off; inactive = mostly below about 18%;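 also: 0% = cells with DMSO and 100% = no-cell wells with DMSO; some compounds called inactive have numbers as strong as hits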
HTR5A ag ctr = HTR5A agonists in luminescence cell assay, primary screen, counter-screen for OPRM1-OPRD1 heterodimer agonist project, full-deck HTS. 5-hydroxytryptamine receptor 5A (Homo sapiens), P47898. cell-based. activation, % at 9.3 µM. 340,000 compounds, 0.61% hits. AID 504692, 2011; in the data active = activation mostly above about 9.5%, no sharp cut-off; inactive = mostly below about 7.6%;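 also: 0% = cells with vehicle only and 100% = reference agonist; strong numbers were not always called active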
OPRM1-OPRD1 ag = agonists of OPRM1-OPRD1 heterodimerization, primary screen, cell-based, luminescence. activation, % at 9.3 µM. cells. 340,000 compounds, 0.3% hits. Mu-type opioid receptor (Homo sapiens) + Delta-type opioid receptor (Homo sapiens), …; in the data active = activation above about 18%;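 also: 0% = vehicle-treated cells and 100% = reference agonist; values of inactives mirror those of a sister screen read the other way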
PKA-R2B act = activators of PKA-R2B holoenzyme, primary screen, biochemical, fluorescence polarization, Cy5-IP20, human | PKA-R2B holoenzyme dissociation; R2B truncated from residue 108, S112A mutant; 0% DMSO only, 100% 113 µM cGMP | cAMP-dependent protein kinase catalytic subunit beta (Homo sapiens) + cAMP-dependent … | activation, % at 11.4 µM | 340,000 compounds, 0.079% hits | AID 504700, 2011;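 active = activation above a cutoff set at the mean over all compounds plus 3 SD, cut at about 18% in these data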;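 also: higher means more holoenzyme dissociation and a rise in polarization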
DSG3 Ab inh = inhibitors of pemphigus antibody binding to DSG3, primary screen, biochemical, bead-based, flow cytometry, scFv-GFP; Desmoglein-3 (Homo sapiens), P32926; DSG3-coupled beads, scFv-anti-DSG3-GFP binding; hits give low values; binding (percent of control), % at 10 µM; 310,000 compounds, 0.48% hits; AID 588358, 2011;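 active = binding more than 3 SD below its plate's average and above zero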;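 also: hits lower antibody fragment binding to DSG3; some compounds called inactive have numbers as strong as hits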
Target sequence (P32926 whole entry, looked up, the tested form may be a part): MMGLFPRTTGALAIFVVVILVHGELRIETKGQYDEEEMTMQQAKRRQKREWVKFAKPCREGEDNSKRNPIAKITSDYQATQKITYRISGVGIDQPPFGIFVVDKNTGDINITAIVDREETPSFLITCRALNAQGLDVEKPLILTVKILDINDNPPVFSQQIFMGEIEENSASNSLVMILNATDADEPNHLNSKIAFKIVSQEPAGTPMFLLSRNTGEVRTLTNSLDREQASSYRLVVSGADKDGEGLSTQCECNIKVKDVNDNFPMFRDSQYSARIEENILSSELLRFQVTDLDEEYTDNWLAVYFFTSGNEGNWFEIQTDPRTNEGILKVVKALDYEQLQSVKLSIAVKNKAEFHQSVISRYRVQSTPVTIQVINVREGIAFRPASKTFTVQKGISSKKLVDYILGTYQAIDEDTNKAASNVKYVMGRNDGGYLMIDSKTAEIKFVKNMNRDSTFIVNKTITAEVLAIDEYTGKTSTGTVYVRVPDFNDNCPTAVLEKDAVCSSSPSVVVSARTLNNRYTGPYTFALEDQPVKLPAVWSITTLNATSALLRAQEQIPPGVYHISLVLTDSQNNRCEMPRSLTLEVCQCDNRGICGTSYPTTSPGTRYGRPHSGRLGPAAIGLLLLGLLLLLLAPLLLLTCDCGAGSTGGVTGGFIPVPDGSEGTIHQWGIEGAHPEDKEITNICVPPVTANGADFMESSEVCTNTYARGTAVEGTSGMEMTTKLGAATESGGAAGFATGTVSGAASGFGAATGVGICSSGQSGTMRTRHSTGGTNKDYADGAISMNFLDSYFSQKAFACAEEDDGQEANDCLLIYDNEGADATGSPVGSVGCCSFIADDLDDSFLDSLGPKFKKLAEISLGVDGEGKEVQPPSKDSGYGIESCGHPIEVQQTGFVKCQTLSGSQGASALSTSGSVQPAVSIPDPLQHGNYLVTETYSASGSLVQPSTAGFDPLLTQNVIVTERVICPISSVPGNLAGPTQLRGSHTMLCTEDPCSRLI
Starred values were filed as active, the others as inactive; . = no result given.

SMILES	MOR-DOR inv ag	V-ATPase pH	PKA-R1A activ	Arr AP2 block	DAGLB inh	HTR5A inv ctr	HTR5A ag ctr	OPRM1-OPRD1 ag	PKA-R2B act	DSG3 Ab inh
CCn1ccc(C(=O)NC2=NCCS2)n1	13	6	-5	-4	-3	6	-2	-2.1	5	94
COC(=O)c1ccc(C(=O)OC)c(-n2c(=O)c3ccccc3c3ccccc3c2=O)c1	1	-3	8	3	-3	-17	-1	-0.2	-14	104
CCc1nc(=O)c(-c2ccccc2)c(C)n1-c1ccccc1	15	-2	1	0	2	-14	5	-2.8	-8	111
Cc1cc(O)c2c(-c3ccccc3)cc(=O)oc2c1	14	-3	0	9	-2	-29	-1	-2.5	-2	113
COc1cccc(-c2nnc(NC(=O)Cc3cccs3)s2)c1	-11	2	-1	-5	-3	25	-2	1.8	-6	91
COc1ccc(S(=O)(=O)N2CCC(C(=O)NCCC(=O)NC3CC3)CC2)cc1	10	-2	4	11	1	-31	0	-1.9	1	95
CCS(=O)(=O)c1nn2c(N)c(/C=C3/C=CC(=O)C(OC)=C3)c(=O)nc2s1	10	-5	9	-7	1	19	4	-2.0	-7	99
O=C(Nc1ccc2c(c1)CN(Cc1ccco1)CC2)C1CCCO1 (stereo not drawn)	10	-1	-4	0	0	9	2	-1.4	1	104
NC(=O)N/N=C/c1c(F)c(F)c(F)c(F)c1F	17	3	9	-4	2	23	0	-3.2	-8	98
CCc1ccc(NC(=O)CSCc2nc(N)nc(Nc3ccccc3CC)n2)cc1	5	-5	-9	20	-1	3	-1	-0.9	-1	115
Cc1ccc(OCC(=O)Nc2ccc3c(c2)nc(CCN2CCN(C)CC2)n3C)cc1	14	-2	-12	8	2	27	-2	-2.7	2	102
NS(=O)(=O)c1cc(Cl)c(NC(=O)COC(=O)c2ccccn2)c(Cl)c1	8	-7	-7	-1	2	-4	5	-2.0	-11	98
CN(C)c1ccc(S(=O)(=O)NCC(=O)OCC(=O)Nc2cc(Cl)cc(Cl)c2)cc1[N+](=O)[O-]	-10	-1	1	-1	1	-25	-1	1.9	-22	134
Cc1cccc(-c2nnc(SCCOc3ccc4c(C)cc(=O)oc4c3)o2)c1	-7	2	-6	-1	5	0	0	1.3	-9	110
NS(=O)(=O)c1ccc(CCNC(=S)Nc2ccccc2)cc1	4	0	-12	22	-1	-6	2	-0.7	-2	108
COc1ccccc1NC(=O)C(C)OC(=O)COc1cccc2c1OC(C)(C)C2 (stereo not drawn)	-2	-2	5	-5	-2	-6	2	0.3	-6	105
CC(Oc1ccc2c(=O)c(-c3ccc(Cl)cc3)c(C(F)(F)F)oc2c1)C(=O)O (stereo not drawn)	20	-1	5	-12	-2	1	-1	-3.7	-7	104
COc1ccccc1N1CCN(C(=O)Nc2cccc(C)c2)CC1	5	10	-2	-4	-2	1	2	-1.2	-4	.
CCC(=O)Nc1ccc(NC(=O)CSc2nnc(-c3ccco3)n2C)cc1	-3	0	-9	-1	-1	-4	1	0.4	-4	116
CC(C)Oc1ccc(C(=O)/C(=C\c2cccs2)c2nc3ccccc3o2)cc1	12	2	-4	-1	-7	-1	1	-1.8	-4	107
C=CCn1c(N)c(C(=O)NCc2ccco2)sc1=S	2	1	-4	9	0	12	-1	-0.4	-3	101
Nc1ccc(-c2nc3nc(N)nc(N)c3nc2-c2ccc(N)cc2)cc1	11	0	-7	11	7	5	-1	-2.2	-5	97
Cc1ccc(C)c(NC(=O)c2ccc(OC(=O)c3ccco3)cc2)c1	4	-2	-1	-6	7	2	-1	-0.7	2	108
CCCN1CN(CCc2ccccc2)CNC1=S	-6	2	-8	-3	-2	1	7	0.9	-2	91

Not a retest: twelve of the compounds above.
SMILES	MOR-DOR inv ag	V-ATPase pH	PKA-R1A activ	Arr AP2 block	DAGLB inh	HTR5A inv ctr	HTR5A ag ctr	OPRM1-OPRD1 ag	PKA-R2B act	DSG3 Ab inh
CN(C)c1ccc(S(=O)(=O)NCC(=O)OCC(=O)Nc2cc(Cl)cc(Cl)c2)cc1[N+](=O)[O-]	-10	-1	1	-1	1	-25	-1	1.9	-22	134
Cc1cccc(-c2nnc(SCCOc3ccc4c(C)cc(=O)oc4c3)o2)c1	-7	2	-6	-1	5	0	0	1.3	-9	110
NS(=O)(=O)c1ccc(CCNC(=S)Nc2ccccc2)cc1	4	0	-12	22	-1	-6	2	-0.7	-2	108
COc1ccccc1NC(=O)C(C)OC(=O)COc1cccc2c1OC(C)(C)C2 (stereo not drawn)	-2	-2	5	-5	-2	-6	2	0.3	-6	105
CC(Oc1ccc2c(=O)c(-c3ccc(Cl)cc3)c(C(F)(F)F)oc2c1)C(=O)O (stereo not drawn)	20	-1	5	-12	-2	1	-1	-3.7	-7	104
COc1ccccc1N1CCN(C(=O)Nc2cccc(C)c2)CC1	5	10	-2	-4	-2	1	2	-1.2	-4	.
CCC(=O)Nc1ccc(NC(=O)CSc2nnc(-c3ccco3)n2C)cc1	-3	0	-9	-1	-1	-4	1	0.4	-4	116
CC(C)Oc1ccc(C(=O)/C(=C\c2cccs2)c2nc3ccccc3o2)cc1	12	2	-4	-1	-7	-1	1	-1.8	-4	107
C=CCn1c(N)c(C(=O)NCc2ccco2)sc1=S	2	1	-4	9	0	12	-1	-0.4	-3	101
Nc1ccc(-c2nc3nc(N)nc(N)c3nc2-c2ccc(N)cc2)cc1	11	0	-7	11	7	5	-1	-2.2	-5	97
Cc1ccc(C)c(NC(=O)c2ccc(OC(=O)c3ccco3)cc2)c1	4	-2	-1	-6	7	2	-1	-0.7	2	108
CCCN1CN(CCc2ccccc2)CNC1=S	-6	2	-8	-3	-2	1	7	0.9	-2	91

Continued.
SMILES	MOR-DOR inv ag	V-ATPase pH	PKA-R1A activ	Arr AP2 block	DAGLB inh	HTR5A inv ctr	HTR5A ag ctr	OPRM1-OPRD1 ag	PKA-R2B act	DSG3 Ab inh
COc1ccc(-c2ccc3[nH]c4c(c3c2)CCN2C(=O)[C@@H]([C@H](C)O)[C@@H](N(C)C(=O)Nc3ccccc3)C[C@@H]42)cc1	.	0	7	.	6	.	.	.	8	99
COc1ccc(S(=O)(=O)NCC(c2ccco2)N2CCc3ccccc3C2)cc1 (stereo not drawn)	-13	2	-1	0	-6	-2	1	2.0	-1	106
CCOC(=O)C1(CCc2ccccc2)CCN(C(=O)c2ccoc2)CC1	6	1	3	19	-4	-9	-1	-1.3	-4	100
Cc1nnc(SCC(=O)Nc2cc(S(=O)(=O)N3CCCC3)ccc2Cl)n1C1CC1	2	4	-10	13	-2	-1	3	-0.4	2	98
N#Cc1nc(-c2cccs2)oc1NCc1ccc2c(c1)OCO2	7	-1	-16	22	0	7	-4	-1.4	-10	118
COc1cccc(CNc2nc3ccc(NC(C)=O)cc3s2)c1	14	1	7	9	1	1	0	-2.8	3	124
Cc1nc2ccc(Cl)cc2nc(C)/c1=N\O	-35	-1	6	8	2	-9	2	6.3	-2	97
Fc1ccc2cnc(CCO[C@H]3CCCCO3)cc2c1	-1	-7	-4	37	-2	-15	6	0.1	4	98
Cc1ccc(S(=O)(=O)N(C)/C(=N/S(=O)(=O)c2ccccc2)c2ccccc2)cc1	-2	3	8	27	0	-35	-5	0.3	-6	92
COc1ccccc1OCCC(=O)OCC(=O)Nc1ccc2c(c1)OCO2	-2	-5	-10	11	-4	10	-3	0.4	-13	.
Cn1nnnc1SCc1nc2scc(-c3ccccc3)c2c(=O)[nH]1	12	-3	1	2	0	12	3	-2.3	6	96
COc1ccc(NC(=O)CN(C)C(=O)CCc2nc3cc(S(=O)(=O)N4CCOCC4)ccc3n2C)cc1	-6	-3	-3	13	-2	-19	7	0.9	-6	100
COC(=O)COc1ccc2cc(-c3ccccc3)c(=O)oc2c1	-8	-2	-9	6	-2	5	-1	1.5	-7	103
COCCn1nnnc1C(c1cc2cc(C)cc(C)c2[nH]c1=O)N1CCN(c2ccccc2F)CC1 (stereo not drawn)	17	5	10	-4	-1	11	-6	-3.0	-6	94
COc1cccc(CN2CCNC(=O)C2CC(=O)N(C)C2CCCCC2)c1 (stereo not drawn)	6	2	4	0	1	6	-2	-1.1	14	105
Cc1ccc(SC(C)C(=O)Nc2ccccc2C(=O)N2CCOCC2)cc1 (stereo not drawn)	-8	0	-3	-4	-1	-18	0	1.4	-2	101
CCCc1cc(=O)n2[nH]c(C(F)(F)F)nc2n1	13	-2	-11	34	-2	10	-4	-2.6	10	109
O=C1c2ccccc2C(Nc2ccc(F)cc2F)N1CCN1CCOCC1 (stereo not drawn)	14	-4	-9	-3	-2	-1	0	-2.6	-10	105
CCOc1ccc(CNc2nnnn2C)cc1OC	17	2	-1	1	-1	-25	7	-3.3	4	108
Cc1cnc(NC(=O)Cc2ccc(S(=O)(=O)N3CCOCC3)s2)s1	5	0	7	-3	-1	-14	4	-1.2	-3	95
COc1ccc(S(=O)(=O)N2CCCCC2)cc1NC(=O)c1ccc(N2CCCC2=O)cc1	16	1	-5	-10	-2	10	-4	-3.8	-9	108
CC(C(=O)Nc1cccnc1)C1Sc2ccccc2NC1=O (stereo not drawn)	14	-3	11	5	0	12	-5	-2.1	-2	81
O=C(CCS(=O)(=O)c1ccc(Cl)cc1)Nc1ccc(F)cc1	0	2	5	44	1	-6	2	0.1	-5	103
COc1ccc(NC(=O)N2CCN(C(=O)C3CCCO3)CC2)cc1 (stereo not drawn)	12	-3	-2	12	0	6	5	-2.1	-2	98
CCOc1ccc(NC(=O)N2CCN(C(=O)c3ccco3)CC2)cc1	15	-2	-9	19	0	-17	7	-3.0	5	92
O=C(CN1C(=O)C2C3CC(C(Br)C3Br)C2C1=O)N1CCOCC1 (stereo not drawn)	12	3	-1	-13	-1	-14	5	-1.9	12	98
CC(SC1=NCCS1)C(=O)Nc1nnc(-c2ccc(Cl)cc2)s1 (stereo not drawn)	-30	0	-2	-10	2	-3	1	5.1	5	98

2 entries drawn at random from the list so far:
SMILES	MOR-DOR inv ag	V-ATPase pH	PKA-R1A activ	Arr AP2 block	DAGLB inh	HTR5A inv ctr	HTR5A ag ctr	OPRM1-OPRD1 ag	PKA-R2B act	DSG3 Ab inh
COc1ccc(NC(=O)N2CCN(C(=O)C3CCCO3)CC2)cc1 (stereo not drawn)	12	-3	-2	12	0	6	5	-2.1	-2	98
CCCc1cc(=O)n2[nH]c(C(F)(F)F)nc2n1	13	-2	-11	34	-2	10	-4	-2.6	10	109
